From PubChem
PI5P4Ka inh – qHTS for Inhibitors of phosphatidylinositol 5-phosphate 4-kinase (PI5P4K); Phosphatidylinositol 5-phosphate 4-kinase type-2 alpha (Homo sapiens), P48426; PI5P4Kalpha enzyme, ADP-Glo luminescence, 60 min; stronger effect = lower value; max response, %; hit rate 1.2% among 330,000; AID 652105, 2013; active means max response of -50% or lower; inconclusive means between -30% and -50%; inactive means -30% or higher; further: value at the top dose of about 77 µM; on the % scale 0 is the no-effect control and ±100 the full control effect
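ADP-Glo luminescence end-point after a 60 min room-temperature kinase reaction. PI5P4Kalpha and substrate in HEPES pH 7.4 buffer with EGTA, 0.1% CHAPS and 5% DMSO; ATP at 5 microM final.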
WRN helicase inh – qHTS for Inhibitors of WRN Helicase; Potency, µM (series often up to 114 µM), for inactives: at the top dose activity change, negative = inhibition, most hits filed as inhibitors; Bifunctional 3'-5' exonuclease/ATP-dependent helicase WRN (Homo sapiens), Q14191; WRN helicase unwinding, fluorescent forked duplex, kinetic; hit rate 0.46% among 360,000; further: potency means the concentration at half of the fitted maximal effect; on the % scale 0 is the no-effect control and ±100 the full control effect; nearly all actives have a fitted effect of over 55% in size
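Kinetic red-fluorescence monitoring (525/598 nm) tracks WRN helicase activity after 100 nM fluorophore-quencher forked duplex and 2 mM ATP are added to 20 nM enzyme pretreated 15 min at room temperature with compound.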
D3 ag – qHTS of D3 Dopamine Receptor Agonist: qHTS; D3R DiscoveRx beta-arrestin cells, luminescence, 90 min; max activation, %; hit rate 0.58% among 410,000; AID 652048, 2013; in the data active means max activation above about 30%; further: 0% is about no effect; mostly tested at two doses, the higher about 12 µM
Target sequence (P35462 whole entry, looked up): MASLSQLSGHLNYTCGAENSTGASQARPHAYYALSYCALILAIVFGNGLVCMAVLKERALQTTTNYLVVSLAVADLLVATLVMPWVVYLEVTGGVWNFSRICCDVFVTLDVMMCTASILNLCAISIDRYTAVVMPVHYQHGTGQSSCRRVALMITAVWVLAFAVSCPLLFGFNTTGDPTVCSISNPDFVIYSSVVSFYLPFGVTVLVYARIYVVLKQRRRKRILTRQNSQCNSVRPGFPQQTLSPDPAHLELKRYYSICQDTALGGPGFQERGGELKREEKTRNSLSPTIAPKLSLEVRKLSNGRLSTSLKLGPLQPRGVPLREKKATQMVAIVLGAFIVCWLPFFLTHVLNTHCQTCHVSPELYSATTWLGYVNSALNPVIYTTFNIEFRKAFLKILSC
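Agonist-mode cell screen: cells plated at 1500/well and incubated overnight at 37 °C, then exposed to library compounds for 90 min at 37 °C. Detection reagent was added for 30–60 min at room temperature, and luminescence was read.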
GLP-1R agonist – qHTS of GLP-1 Receptor Agonists; Glucagon-like peptide 1 receptor (Homo sapiens), P43220; HEK293 GLP-1R CRE-luciferase, luminescence, 4-6 h; cells express a hypersensitive GLP-1R form; Potency, µM (top dose mostly 45.6 µM), inactives show top-dose activation, actives largely listed as activators; hit rate 0.007% among 380,000; further: potency means the concentration at half of the fitted maximal effect; % of control where 0% means no effect
PLK1 PBD block – qHTS for Inhibitors of PLK1-PDB (polo-like kinase 1 - polo-box domain): Primary Screen; AID 720504, 2013; hit rate 2.8% among 360,000; Potency, µM, for the others: max response, negative = inhibition, hits mostly inhibitors; Plk1 PBD binding of FITC phosphopeptide, fluorescence polarization; further: potency means the concentration at half of the fitted maximal effect; series mostly up to about 57 µM; on the % scale 0 is the no-effect control and ±100 the full control effect; nearly all actives have a fitted effect of over 65% in size
Target sequence (P53350 whole entry, looked up, the tested form may be a part): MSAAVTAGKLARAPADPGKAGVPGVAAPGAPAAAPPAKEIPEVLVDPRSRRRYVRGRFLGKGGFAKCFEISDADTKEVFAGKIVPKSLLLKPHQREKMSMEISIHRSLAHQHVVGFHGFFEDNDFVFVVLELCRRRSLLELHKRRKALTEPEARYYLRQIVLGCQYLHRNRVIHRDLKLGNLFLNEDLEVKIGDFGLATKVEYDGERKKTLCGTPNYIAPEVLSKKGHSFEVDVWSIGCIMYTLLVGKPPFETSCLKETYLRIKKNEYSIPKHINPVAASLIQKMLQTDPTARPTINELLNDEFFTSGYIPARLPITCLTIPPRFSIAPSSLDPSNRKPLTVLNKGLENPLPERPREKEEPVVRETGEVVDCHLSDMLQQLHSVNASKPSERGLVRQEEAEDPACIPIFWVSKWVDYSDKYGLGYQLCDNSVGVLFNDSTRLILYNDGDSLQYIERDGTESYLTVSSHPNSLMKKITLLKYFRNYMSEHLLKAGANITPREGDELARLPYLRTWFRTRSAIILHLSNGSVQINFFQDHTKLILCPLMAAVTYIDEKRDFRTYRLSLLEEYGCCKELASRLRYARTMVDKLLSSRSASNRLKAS
IL-2 act – qHTS of IL-2 Activators; IL-2 activation reporter assay, cell-based qHTS; stimulated with anti-CD3/CD4/CD28 beads; in transgenic mouse T cells; activation, % (series mostly up to about 46 µM); hit rate 0.065% among 360,000; AID 652025, 2013; in the data active means activation above about 50%; inconclusive means mostly about 30% to 49%; further: 0% is about no effect
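Quantitative HTS in unstimulated transgenic mouse T cells, with memory T cells as non-tolerant control and PMA/ionomycin as tolerance-bypass control. Compound pretreatment lasted 60 minutes before 18 h bead stimulation; EGFP/DsRed fluorescence read.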
GLP1R cytotox – qHTS of GLP-1 Receptor Inverse Agonists: Cytotox Screen | Potency, µM (titrated, usually from 38.3 µM), inactives show top-dose activity change, negative = inhibition, hits mostly inhibitors | HEK293 cAMP-luciferase reporter cells, luminescence, 24 h | AID 624418, 2012 | hit rate 0.13% among 410,000;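 further: loss of luciferase light is scored as toxicity; potency means the concentration at half of the fitted maximal effect; on the % scale 0 is the no-effect control and ±100 the full control effect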
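1536-well qHTS counterscreen of the MLSMR; 200 cells/uL, 12 h pre-incubation, 23 nL cpd, 24 h at 37 deg C 5% CO2, luciferase detection reagent, 12 min RT, luminescence. Inhibition = undesired.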
GLP1R inv ag – qHTS of GLP-1 Receptor Inverse Agonists (Inhibition Mode) | Glucagon-like peptide 1 receptor (Homo sapiens), P43220 | HEK293 GLP-1R CRE-luciferase, luminescence, 24 h; GLP-1R form is constitutively active | Potency, µM (top dose mostly 38.3 µM), for the others: at the highest dose activity change, negative = inhibition, actives largely listed as inhibitors | hit rate 1.6% among 410,000 | AID 624417, 2012; further: potency means the concentration at half of the fitted maximal effect; on the % scale 0 is the no-effect control and ±100 the full control effect; nearly all actives have a fitted effect of over 55% in size
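Inverse agonism was detected as reduced cAMP-driven luciferase luminescence after 24 h compound treatment. The cells were HEK293 clones expressing constitutively active human GLP-1R with the reporter. Reporter-only and GPR119 cell lines served as counterscreen controls.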
DRD3 antagonist – qHTS of D3 Dopamine Receptor Antagonist: qHTS; AID 652054, 2013; max response, negative = inhibition, %; D(3) dopamine receptor (Homo sapiens), P35462; D3R cells, DiscoveRx beta-arrestin luminescence, antagonist mode; stronger effect = lower value; hit rate 2.5% among 360,000; in the data active means max response below about -50%; inconclusive means no clear call, values can overlap the other calls; further: on the % scale 0 is the no-effect control and ±100 the full control effect; mostly tested at two doses, the higher about 12 µM
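Cells plated overnight at 1500 cells/well, then exposed to library compounds with dopamine controls for 90 minutes at 37 degrees C. DiscoveRx reagent added for 30–60 minutes at room temperature; luminescence read, quantitative HTS format.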
* = called active by the depositor; ? = inconclusive; . = no result given; & = joins results of further samples; [ ] = remark or other dose. Unless noted, the call rests on the fitted dose curve; in most records, active means well fitted curve in the direction sought with a large enough effect; inconclusive means small, poorly fitted or top-dose-only effect, or another doubt; inactive means no such curve, though single readings can be large; an effect the other way counts as inactive or inconclusive.

Compound	IL-2 act	GLP1R cytotox	D3 ag	WRN helicase inh	DRD3 antagonist	PLK1 PBD block	GLP-1R agonist	PI5P4Ka inh	GLP1R inv ag
COc1c2c(cc(O)c1C(C)=O)OC(C)(C)C=C2	-0.6	-1%	-11	-4%	-4	-29%	11%	0	-17%
Cc1c(NC(=O)CN2C(=O)C(=O)c3ccccc32)c(=O)n(-c2ccccc2)n1C	-2.7	0%	-1	3%	7	-1%	1%	2	-7%
COc1ccc(OCC(=O)Nc2ccccc2C(=O)N2CCCC2)cc1	-0.9	-3%	-4	1%	-21	-10%	-8%	0	1%
CCc1nonc1NC(=O)c1oc2cc(C)c(Cl)cc2c1C	-0.5	1%&-6%	-13&1	6%	9	4%	-7%	21	1%&9%
Cc1cc(OC(=O)CNC(=O)OC(C)(C)C)c2c(C)cc(=O)oc2c1	-3.0	10%	-13	-8%	10	-6%	-7%	.	0%
O=C(NCCCN1CCOCC1)c1cccc(NC(=O)c2ccccc2)c1	-2.7	4%	-1	5%	34	-11%	9%	-2	11%
CCN(CC)CCNC(=O)Cc1c(C(=O)O)n(CC)c2ccccc12	-1.0	-14%	-4	-10%	1	0%	0%	.	-19%
CCc1ccc(NC(=O)Cn2c(=O)c3cccn3c3ccccc32)cc1	1.1	-23%&-14%	-1&-5	2%	-18	-2%	-2%	4	-13%&-5%
CCn1c(CNC(=O)COc2ccc(C(C)C)cc2)nnc1SCC(=O)Nc1cc(F)ccc1C	-2.5	-12%	4	-9%	2	0%	1%	.	-24%
Cc1ccc(N=C2NC(=O)S/C2=C\c2ccco2)cc1	-1.6	4%	-15	?	?	-20%	3%	-7	5%
CCn1c(C(C)NC(=O)c2cccc(C)c2)nc2ccccc21 (stereo not given)	-2.8	1%	-7	-8%	-26	-9%	-7%	5	-16%
CNc1cncc(-c2ccc(C)cc2)n1	-0.2	1%	2	11%	16	1%	21%	-4	25%
CS(=O)(=O)N1CCc2cc(S(=O)(=O)Nc3ccc4c(c3)OCCO4)ccc21	-2.2	6%	8	2%	8	-7%	-2%	.	-3%
CC(C)N(CC(=O)Nc1ccc(Cl)cc1C(F)(F)F)C(=O)CCl	-2.7	-28%	2	-20%	-3	-15%	-4%	6	-39%
COCc1nnc(NC(=O)c2cccc(NC(=O)C(C)C)c2)s1	2.4	2%	6	2%	1	-13%	3%	1	12%
O=C(CCN=C1NS(=O)(=O)c2ccccc21)N1CCc2ccccc2C1	-4.2	-8%	-18	-13%	?	1%	1%	-4	16%
COc1ccc(/C=N/NC(=O)C(=O)NCc2cccnc2)cc1OC	-0.8	64%[activator]	2	-4%	20	-7%	5%	2	10%
Cc1cccc(/C=N/NC(=O)c2ccc(F)cc2)n1	0.2	?	-3	1%	-5	-10%	-2%	-4	?
CS(=O)(=O)Nc1ccc2c(c1)nc1n2CCOC1	-1.5	-6%	12	1%	-4	0%	2%	1	13%
CC(=O)c1cccc(NC(=O)/C(=C\c2ccco2)NC(=O)c2ccco2)c1	-1.0	-11%	-3	-2%[57.1 µM]	-10	-14%	-1%	1	-4%
O=C(CCS(=O)(=O)c1cccc2nonc12)NCCc1ccccc1Cl	0.5	-9%	-3	11%	-9	-6%	-6%	1	0%
COc1ccc(Cl)cc1NC(=O)c1cccc([N+](=O)[O-])c1O	0.2	?	4	-29%	-11	-10%	-1%	-25	?
CCCCn1c(-c2cccs2)nc2oc3ccccc3c(=O)c2c1=O	-0.4	7%	17	-17%	10	-4%	-4%	10	8%
CCCCn1c(N)c(N(CC(C)C)C(=O)CSCc2c(C)noc2C)c(=O)[nH]c1=O	1.4	2%	-8	-25%	4	-8%	0%	-6	20%
c1ccc2c(C(c3nnnn3-c3ccc4c(c3)OCCO4)N3CCCC3)ccnc2c1 (stereo not given)	3.5	2%	8	1%	10	-2%	3%	-2	8%
O=C1NC[C@H](Cc2ccccc2)N(CC2CCCCC2)C1=O	0.4	1%	18	6%	50	1%	3%	-5	17%
CCN(C(=O)c1cn(CC)c(=O)c2cc(OC)c(OC)cc12)c1ccccc1F	.	2%	7	.	.	.	4%	.	2%
CCOC(=O)N1CCN(C(=O)CNC(=O)c2nn(-c3ccc(OC)cc3)c(=O)c3ccccc23)CC1	-1.4	-16%	6	-7%	23	-6%	9%	0	-2%
O=C(Cc1ccc(NC2=NC3CS(=O)(=O)CC3S2)cc1)N1CCN(c2ccc(F)cc2)CC1 (stereo not given)	0.8	-9%	2	1%	7	-9%	-6%	-1	-4%
CNC(=O)CSc1nc(-c2ccccc2)c(-c2ccccc2)[nH]1	-0.7	?	-36	-12%	-30	-8%	21%	.	?
Cc1ccc(S(=O)(=O)NN2C(=O)c3ccccc3NC2C)cc1 (stereo not given)	-2.3	0%	8	2%	4	2%	-3%	-5	6%
C/C(=N\NC(=O)CSc1nc(C)cc(C)n1)c1ccc2c(c1)OCCO2	-0.3	4%[7.66 µM]	2	-4%	3	-20%	18%	0	33%[activator][7.66 µM]
CC(=O)Nc1ccc(S(=O)(=O)Nc2ccc(S(=O)(=O)Nc3nccs3)cc2)cc1	0.4	-5%	-9	2%	9	-6%	-1%	-4	8%
CCOc1nc(NCCO)nc(Nc2cc(Cl)ccc2OC)n1	-1.9	7%	-2	-7%	4	27µM*	6%	-2	10%
COc1ccc2nc(C)cc(C(=O)O)c2c1	0.2	5%	-1	2%	-30	3%	-5%	0	8%
O=C(Cn1cnc2c(NCc3ccccc3)ncnc21)NCc1nc2ccccc2[nH]1	-0.6	0%	7	1%	12	-10%	-1%	0	17%
O=C(NCC1CCCC(CNC(=O)N2CCc3ccccc32)C1)N1CCc2ccccc21 (stereo not given)	-2.4	-22%	-8	8%	-18	-1%	-6%	.	?
CC(=O)c1c(C)[nH]c(C(=O)CN2C(=O)NC(C)(c3ccc4c(c3)OCCO4)C2=O)c1C (stereo not given)	1.2	1%	-16	-1%	11	-6%	4%	-2	17%
Cc1ccc(S(=O)(=O)NCCC(=O)NNC(=O)c2ccccc2Cl)cc1C	-5.8	5%	-3	9%	-17	-7%	11%	4	-11%
COC(=O)c1nn(C23CC4CC(CC(C4)C2)C3)c2c1C(=O)N(c1ccc(F)cc1)C2=O	-0.8	-10%	3	4%	3	-5%	-13%	2	9%
Cc1onc(-c2c(Cl)cccc2Cl)c1C(=O)NCc1cccs1	-1.5	11%	-2	-3%	-4	-15%	7%	8	-24%
COc1ccc(-n2c3nc4ccccc4nc3c3c(=N)oc(C)nc32)cc1	-2.4	15%	8	3%	23	4%	-2%	-7	27%
Cc1ccnc(SCC(=O)c2ccc(Br)s2)n1	-1.2	19%	-4	-28%[57.1 µM]	-14	-22%	13%	-3	1%
CC1(C)OC(=O)C(=CNCCc2ccc(O)cc2)C(=O)O1	0.1	-1%	19	7%	11	-1%	12%	0	4%
Cc1ccc(NC(=O)c2c(C)nc(Nc3nc4ccccc4o3)nc2C)cc1	2.1	-19%	1	-2%	-19	-7%	-6%	2	?
NNC(=O)c1cccc(O)c1	-0.4	0%	4	6%	10	4%	-1%	-3	32%[activator]
O=C(N/N=C/c1ccc(-n2ccnc2)cc1)c1cccs1	-1.5	4%	-12	1%	-24	-10%	16%	1	51%[activator]
CC(=O)c1cccc(NC(=O)C2(C)Cc3c(-c4ccccc4)ccnc3O2)c1 (stereo not given)	0.0	6%	19	-5%	37	0%	12%	3	-5%
CC(C)CC(=O)Nc1cc(NC(=O)CC(C)C)cc(C(=O)NC(C)(C)C)c1	0.1	1%	-5	4%	-8	-4%	-23%	-5	8%
Cc1cc(Br)cc(Br)c1OCC(=O)NNC(=O)CCC(=O)NCc1ccccc1	-0.2	0%	0	-2%	15	4%	-7%	-1	2%
Cn1nc(C(F)(F)F)c(/C=N/OC(=O)c2ccccc2)c1SCc1ccccc1Cl	-3.1	-16%	1	-5%	38	-2%	-3%	.	?
O=C(c1ccc(F)c(S(=O)(=O)N2CCOCC2)c1)N(CCc1ccccc1)Cc1ccccc1	-5.0	-18%	-5	-13%	24	-6%	-3%	0	?
CC(C)OC(=O)CSc1nnc(CNc2nc(-c3ccccc3)cs2)n1C	-0.5	-13%	1	-15%	14	?	2%	1	-8%
Cc1ccc(NC(=O)c2cc(S(=O)(=O)N3CCCC3)cn2C)cc1	-3.7	6%	1	-1%	6	-12%	22%	1	-17%
O=C(COC(=O)c1ccc(Cl)c([N+](=O)[O-])c1)NC1CCCC1	-1.4	-13%	-2	0%[57.1 µM]	0	7%	-1%	-1	0%
COc1cccc(NC(=O)COC(=O)c2c(NC(C)=O)sc(C)c2C)c1	1.4	5%	-10	-6%	-6	-11%	0%	0	-2%
Cc1nn2c(-c3ccccc3)c(-c3ccccc3)nc2[nH]c1=O	-0.5	156%[activator]	3	-5%	-1	-18%	0%	-7	6%
O=C(CC1S/C(=N/N=C2CCCCCC2)NC1=O)Nc1ccccc1F (stereo not given)	-3.3	?	7	2%	1	0%	0%	-3	6%
